SENP6 block: SENP6 protease inhibitors, primary screen, biochemical, luminescence, uHTS. Recombinant SENP6 catalytic domain, aminoluciferin luminescence. inhibition, % at 10 µM. Sentrin-specific protease 6 (Homo sapiens), Q9GZR1. hit rate 1.8% among 330,000;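 active = inhibition above about 50% at the single tested dose, limit read from the data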;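 note: plate controls were DMSO wells with enzyme for no effect and DMSO wells lacking enzyme for full effect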
HKDC1 inh: HKDC1 hexokinase inhibitors, primary screen, biochemical, fluorescence, uHTS | Q2TB90 | recombinant HKDC1, G6PDH/diaphorase resazurin coupled fluorescence | inhibition, % at 20 µM | hit rate 0.16% among 340,000;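 active = inhibition above about 35% when tested at 20 µM, limit read from the data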;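 note: plate controls were DMSO wells with enzyme for no effect and DMSO wells lacking enzyme for full effect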
Target sequence (Q2TB90 whole entry, looked up): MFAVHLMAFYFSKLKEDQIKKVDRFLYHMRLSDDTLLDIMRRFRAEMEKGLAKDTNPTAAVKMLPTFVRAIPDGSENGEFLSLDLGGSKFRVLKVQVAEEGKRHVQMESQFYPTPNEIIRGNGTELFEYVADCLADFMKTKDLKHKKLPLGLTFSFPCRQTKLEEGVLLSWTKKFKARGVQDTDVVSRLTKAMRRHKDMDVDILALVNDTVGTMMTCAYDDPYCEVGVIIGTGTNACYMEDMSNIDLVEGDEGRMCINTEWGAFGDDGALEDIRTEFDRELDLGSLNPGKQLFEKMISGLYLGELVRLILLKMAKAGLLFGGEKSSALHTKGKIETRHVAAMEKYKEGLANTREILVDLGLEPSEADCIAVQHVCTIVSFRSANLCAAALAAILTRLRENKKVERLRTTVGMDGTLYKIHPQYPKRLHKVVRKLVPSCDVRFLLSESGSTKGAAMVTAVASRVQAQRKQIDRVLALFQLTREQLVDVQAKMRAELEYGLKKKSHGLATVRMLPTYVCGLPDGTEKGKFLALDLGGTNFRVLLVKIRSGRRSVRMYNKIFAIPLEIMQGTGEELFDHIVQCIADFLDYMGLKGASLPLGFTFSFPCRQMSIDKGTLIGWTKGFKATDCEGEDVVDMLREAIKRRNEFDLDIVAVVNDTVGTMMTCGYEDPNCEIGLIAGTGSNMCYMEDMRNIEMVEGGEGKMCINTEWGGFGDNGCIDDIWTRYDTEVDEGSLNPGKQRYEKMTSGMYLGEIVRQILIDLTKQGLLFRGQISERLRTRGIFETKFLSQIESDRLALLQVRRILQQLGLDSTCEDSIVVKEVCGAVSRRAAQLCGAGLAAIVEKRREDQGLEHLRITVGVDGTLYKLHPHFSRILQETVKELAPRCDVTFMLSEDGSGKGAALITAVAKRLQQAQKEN
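Test system: recombinant HKDC1 (HK5) hexokinase enzyme, produced in-house; Amount: enzyme 5 µg/mL final; Buffer or medium: Tris pH 8.0 buffer with MgCl2, Tween-20, BSA, BME; Reagent: glucose and ATP substrates; Doses: 20 µM test compound, 1% DMSO; Incubation: 90 min reaction incubation at room temperature, dark; Detection: resorufin fluorescence at 613 nm.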
SENP1 FRET inh: human SENP1 catalytic domain inhibitors, primary screen, biochemical, FRET, uHTS; Sentrin-specific protease 1 (Homo sapiens), Q9P0U3; recombinant SENP1 catalytic domain, CyPet-SUMO1-YPet FRET cleavage; inhibition, % at 10 µM; hit rate 0.21% among 360,000; AID 624204, 2012;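 active = inhibition at least 30% at 10 µM, raw YFP signal under a set limit, fluorescence ratio 0.5 to 1.5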;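 note: 0% = enzyme with DMSO and 100% = no enzyme wells; some results filed as inactive read as strong as hits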
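Controls: no-enzyme wells low, DMSO-plus-enzyme wells high control. Test system: human recombinant His6-tagged SENP1 catalytic domain enzyme. Reagent: SFCypet-SUMO1-SFYpet FRET protein substrate, 25 nM final. Doses: one dose per compound, 10 µM, 0.5% DMSO. Detection: FRET, CFP and YFP emission. Timing: 50 min reaction at room temperature.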
SENP8 block-1: SENP8 protease inhibitors, primary screen, biochemical, luminescence. purified SENP8, Z-RLRGG-aminoluciferin cleavage. inhibition, % at 10 µM. hit rate 1.2% among 330,000. AID 2540, 2010; in the data active = inhibition above about 50%
PfG6PD inh: PfG6PD enzyme inhibitors, primary screen, biochemical, fluorescence intensity, uHTS | hit rate 0.78% among 350,000 | glucose-6-phosphate dehydrogenase-6-phosphogluconolactonase (Plasmodium falciparum 3D7) | PfGluPho enzyme, NADPH resazurin-diaphorase fluorescence | inhibition, % at 20 µM | AID 504690, 2011;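 active = inhibition reaching at least a set limit at 20 µM in the primary screen, cut at about 59% in these data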;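 note: 0% = DMSO wells with substrate and 100% = DMSO wells lacking glucose-6-phosphate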
SENP8 block-2: human SENP8 protease inhibitors, primary screen, biochemical, fluorescence, Nedd8 protein substrate, uHTS; AID 602440, 2012; inhibition, % at 20 µM; Sentrin-specific protease 8 (Homo sapiens), Q96LD8; recombinant SENP8; hit rate 0.64% among 360,000; in the data active = inhibition mostly above about 40%, no sharp cut-off; inactive = mostly below about 27%
NALP3 yeast inh: NALP3 inflammasome inhibitors in reconstituted yeast, primary screen, luminescence, uHTS | hit rate 0.39% among 330,000 | AID 2825, 2010 | inhibition, % at 10 µM | Yeast reconstituted NLRP3/ASC/caspase-1, beta-gal luminescence, 24 h;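 active = inhibition of 50% or more; inactive = inhibition below 50%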;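 note: plate controls were induced DMSO wells for no effect and uninduced yeast grown without galactose for full effect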
SENP7 inh: SENP7 protease inhibitors, primary screen, biochemical, luminescence, uHTS; Sentrin-specific protease 7 (Homo sapiens), Q9BQF6; recombinant SENP7, Z-RLRGG-aminoluciferin luminescence, 40 min; inhibition, % at 5 µM; hit rate 1.5% among 330,000; AID 434973, 2010;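 active = inhibition above about 50% at the single test dose, limit read from the data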;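 note: plate controls were DMSO with enzyme for no effect and no enzyme buffer wells for full effect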
Apaf1 inhib: inhibitors of human Apaf-1 apoptosome, primary screen, biochemical, DEVD-Rh110 fluorescence, uHTS. hit rate 0.71% among 330,000. reconstituted apoptosome caspase-3 activity. inhibition, % at 20 µM. Apoptotic protease-activating factor 1 (Homo sapiens), O14727; active = inhibition of at least 40% at 20 µM;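 note: plate controls were DMSO wells for no effect and DEVD-CHO caspase inhibitor wells for full effect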
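Material: cell-free apoptosome with Apaf-1, procaspase-3 and caspase-9; Buffer or medium: Hepes pH 7.5 with detergent and BSA; Reagent: cytochrome c trigger plus (Z-DEVD)2-Rh110 caspase-3 substrate; Times: compound with Apaf-1, dATP, procaspase-3 30 min, then 50 min reaction, room temperature; Technique: Rh110 fluorescence intensity.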
* hit, by the source's call; i = inactive; / = not tested or not shown.

SMILES	SENP6 block	HKDC1 inh	SENP1 FRET inh	SENP8 block-1	PfG6PD inh	SENP8 block-2	NALP3 yeast inh	SENP7 inh	Apaf1 inhib
COc1ccc(N2CCN(C(c3cccs3)C(C)NC(=O)C(=O)N3CCOCC3)CC2)cc1 (stereo not given)	-17	6	0	-14	-6	6	6	7	4
O=C(CNCc1cccs1)Nc1ccc(N2CCCCCC2)cc1	-5	-6	-5	-10	3	27	35	-4	16
Cc1ccc(CNC(=O)COC(=O)c2ccc(Br)cc2)cc1	-4	-8	2	0	24	15	20	-2	4
CNc1nc(-c2ccccc2)cc(C)c1S(C)(=O)=O	-28	1	-1	-1	-7	-387	24	5	0
O=C(CNS(=O)(=O)c1ccc(Br)cc1Cl)OCC(=O)N1CCCC1=O	-5	1	-2	-15	-12	10	18	-14	14
CCN(CC)c1ccc(/C=N/NC(=O)c2ccco2)c(O)c1	59*	-16	-33	30	-33	-450	14	63*	3
Cc1cc(C)cc(-n2c(SCC(=O)NCc3ccco3)nc3ccccc3c2=O)c1	-7	-5	0	3	-8	19	-4	-3	1
CCC(CCNC(=O)c1ccccc1)(CCNC(=O)c1ccccc1)[N+](=O)[O-]	/	4	2	/	-9	8	/	/	/
CC(=O)Oc1ccc2nc(-c3ccco3)oc(=O)c2c1	-3	0	-1	-2	13	-269	20	11	-3
Cc1occc1C(=O)/C(C#N)=C/c1ccc(O)c(Br)c1	98*	4	-26	97*	12	18	-24	93*	4
O=C(CCCn1c(SCC(=O)Nc2ccccc2Cl)nc2ccccc2c1=O)NCC1CCCO1 (stereo not given)	-40	-4	0	1	-7	7	-3	-14	19
CC1(C)Oc2ccc3ccc(=O)oc3c2C[C@H]1O[C@@H]1O[C@H](CO)[C@@H](O)[C@H](O)[C@H]1O	-9	-6	0	1	0	-474	13	-4	-1
Fc1ccccc1Nc1ncnc2c1nnn2Cc1ccccc1	-14	-1	3	1	-2	1	23	1	5
CC(=O)c1ccc(-c2ccc(C(=O)Nc3nc(C)c(C(C)=O)s3)o2)cc1	-5	6	-13	6	17	i	14	16	-14
CC(=O)c1ccc(N2CCN(C(=O)CCCc3nc4ccccc4s3)CC2)cc1	-1	0	-37	-4	-6	-128	12	1	-3
Cc1ccc(OCC(=O)Nc2ccc(C(N)=O)cc2)cc1	-10	2	1	3	-6	12	6	-2	-3
O=C(O)CSc1nc2ccccc2nc1Cc1ccccc1F	-14	-2	-5	-13	-8	3	14	3	8
O=C(CCc1ccccc1)N[C@@H]1c2ccccc2CC[C@@H]1OCc1ccccc1	/	-5	3	/	-3	-8	/	-6	15
CCOc1ccccc1C(=O)Nc1nnc(COC)s1	-9	3	1	-5	-2	0	4	-11	5
O=C1NC(=S)SC1=Cc1ccc(F)cc1	/	4	0	/	5	28	/	/	/
COc1ccc(/C(C)=N/NC(=O)c2ccc3nc[nH]c3c2)cc1	-15	1	2	-1	-13	12	13	0	-7
COc1ccc(S(=O)(=O)N(CCCN2CCCC2=O)Cc2cc3c(C)cc(C)cc3[nH]c2=O)cc1	/	7	1	/	9	-402	/	/	/
C/C(=N\NC(=O)CN(c1ccccc1)S(=O)(=O)c1ccccc1[N+](=O)[O-])C(C)(C)C	-13	15	1	-5	-19	19	21	3	4
O=C(c1ccco1)N1CCN(C(=O)C(Cc2ccccc2)NS(=O)(=O)c2cccs2)CC1 (stereo not given)	8	5	-5	6	0	-8	11	6	16
Cc1ccc(-c2nnc(N3CCN(c4ccccn4)CC3)c3ccccc23)cc1	6	10	2	3	-3	15	3	0	24

Remaining list, next part:
SMILES	SENP6 block	HKDC1 inh	SENP1 FRET inh	SENP8 block-1	PfG6PD inh	SENP8 block-2	NALP3 yeast inh	SENP7 inh	Apaf1 inhib
COc1ccc(-c2nnc(SCC(=O)Nc3c(Cl)cc(Cl)cc3C(=O)O)o2)cc1	19	-1	3	1	-2	-17	10	1	-4
Cc1ccc(C(C)C)c(OCc2nn(CC(=O)c3ccc(Cl)cc3)c3[n+]2CCCCC3)c1	-23	-3	-41	-20	23	19	8	4	37
CC1c2ccccc2-c2ccccc2N1C (stereo not given)	/	1	-17	/	18	-468	/	/	/
COc1ccc(S(=O)(=O)N2c3ccccc3OCC2c2ccccc2)cc1 (stereo not given)	-9	4	0	-8	0	11	2	-9	15
COc1ccc(OC)c(C(=O)Cn2c3[n+](c4ccc(C(F)(F)F)cc42)CCCCC3)c1	-11	-6	-1	0	-6	-80	1	1	2
Cn1c(C(O)c2ccc(Br)cc2)nc(Cl)c1Cl (stereo not given)	-11	1	1	-5	8	4	14	5	0
C[N+]12CCC(CC1)C(OC(=O)C(O)(c1ccccc1)c1ccccc1)C2 (stereo not given)	0	-4	1	0	5	9	17	-5	6
CCCC(=O)Nc1ccccc1NC(=O)C1CCCCC1	-9	8	-1	5	2	16	8	-6	5
Cc1[nH]c(=O)[nH]c(=O)c1S(=O)(=O)Nc1ccc(F)cc1Cl	-16	-7	1	-1	-6	14	8	1	-4
Cc1ccc(OCC(=O)NC2CC(C)(C)NC(C)(C)C2)cc1C	-4	-7	1	4	3	7	7	7	1
CCCCCCNCc1c(F)cccc1Cl	-4	2	0	-2	-5	23	9	8	-5
CCOC(=O)C(C)N1C(=O)S/C(=C/c2ccc3c(c2)n(C)c(=O)n3C)C1=O (stereo not given)	2	3	-19	-15	9	-130	-7	-14	3
COc1ccc(C(=O)OCC2CC(c3ccccc3)N(C)O2)cc1 (stereo not given)	-5	-8	3	-3	9	16	17	2	0
COc1ccc(NC(=O)Cc2ccc(C)cc2)cc1S(=O)(=O)N1CCCCC1	-7	-4	3	-1	-4	-12	19	-5	1
COc1ccc(CNC(=O)c2ccccc2C(=O)O)cc1	-8	3	1	2	-24	26	21	9	0
Nc1c(C(=O)C2CC2)sc2nc3c(cc12)CCC3	-10	6	-41	-2	-7	-421	12	5	6
O=C(NCc1cccnc1)Nc1cccc(C(F)(F)F)c1	-12	1	-1	0	4	5	4	2	-10
COc1ccc(NC(=O)c2cc(-c3ccco3)nc3ccccc23)cc1	-5	-2	1	7	2	-24	16	6	1
CCN1C(=O)/C(=C/c2cn(C)nc2C)SC1=S	7	-8	-12	-11	0	23	4	-1	-9
CC1CN(C(=O)C2CCCC2)C(C)CN1C(=O)C1CCCC1 (stereo not given)	3	-3	0	3	-9	17	26	7	16
O=C(COc1ccc2c(C(F)(F)F)cc(=O)oc2c1)Nc1ccc2c(c1)OCCO2	-8	-4	-31	-2	-21	-32	-7	0	-14
CC(=O)NCC(=O)OCC(=O)c1ccc2ccccc2c1	-4	0	2	1	-15	-88	-5	4	-2
CC1(C)OC1COc1c2ccoc2cc2oc(=O)ccc12 (stereo not given)	-8	19	-22	-2	-8	-149	11	0	-8
CC(=O)Nc1ccc(C(=O)OCC(=O)N2CC3(C)CC2CC(C)(C)C3)cc1 (stereo not given)	2	5	0	4	2	9	-9	-8	-4
Cc1nnc(SCC2=C(C(=O)O)N3C(=O)C(NC(=O)Cn4nc(C(F)F)cc4C)C3SC2)s1 (stereo not given)	-2	-5	-4	6	27	-5	-3	-2	-13
CC(C)OCCCNC(=O)CCSc1ccc(Cl)cc1	1	-4	3	0	1	12	14	4	-14
Nc1nc(-c2ccccc2)c(-c2ccc([N+](=O)[O-])cc2)s1	-10	-4	32	-2	5	28	95*	-2	25
COc1ccc(NC(=S)NC(C)c2ccncc2)cc1OC (stereo not given)	-15	-5	0	-8	-11	16	6	-11	-2
O=C(Cc1n[nH]c(=O)c2ccccc12)OCC(=O)c1ccccc1	-7	-1	1	-1	-1	-6	22	-4	-1
O=C(CN1CCCN(S(=O)(=O)c2ccc(F)cc2)CC1)Nc1cccc(F)c1	-2	0	-2	-5	-2	20	9	-1	3

Gathered by group: the compounds so far containing a furan ring, fused or not
SMILES	SENP6 block	HKDC1 inh	SENP1 FRET inh	SENP8 block-1	PfG6PD inh	SENP8 block-2	NALP3 yeast inh	SENP7 inh	Apaf1 inhib
CCN(CC)c1ccc(/C=N/NC(=O)c2ccco2)c(O)c1	59*	-16	-33	30	-33	-450	14	63*	3
Cc1cc(C)cc(-n2c(SCC(=O)NCc3ccco3)nc3ccccc3c2=O)c1	-7	-5	0	3	-8	19	-4	-3	1
CC(=O)Oc1ccc2nc(-c3ccco3)oc(=O)c2c1	-3	0	-1	-2	13	-269	20	11	-3
Cc1occc1C(=O)/C(C#N)=C/c1ccc(O)c(Br)c1	98*	4	-26	97*	12	18	-24	93*	4
CC(=O)c1ccc(-c2ccc(C(=O)Nc3nc(C)c(C(C)=O)s3)o2)cc1	-5	6	-13	6	17	i	14	16	-14
O=C(c1ccco1)N1CCN(C(=O)C(Cc2ccccc2)NS(=O)(=O)c2cccs2)CC1 (stereo not given)	8	5	-5	6	0	-8	11	6	16
COc1ccc(NC(=O)c2cc(-c3ccco3)nc3ccccc23)cc1	-5	-2	1	7	2	-24	16	6	1
CC1(C)OC1COc1c2ccoc2cc2oc(=O)ccc12 (stereo not given)	-8	19	-22	-2	-8	-149	11	0	-8
